Source: PubChem BioAssay (several laboratories)
NPY Y1 blocker: antagonists of human neuropeptide Y receptor Y1; P25929; HEK293-CNG Y1 cells, membrane potential fluorescence; NPY at EC95, then isoproterenol; inhibition, % at 3.6 µM; 1% of 200,000 active;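 active = inhibition above the campaign mean inhibition of all tested compounds plus 3 SD, cut at about 20% in these data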;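 also: 0% = DMSO wells given NPY plus isoproterenol and 100% = isoproterenol alone without NPY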
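Benchmarks – high control isoproterenol alone, low control NPY with isoproterenol · Material – HEK293 Y1/CNG channel cell line · Times – dye 3 h, compound 60 min room temperature, stimulation 45 min · Probe or stimulus – NPY (25 nM), isoproterenol (1 µM), Ro 20-1724 (25 µM) · Evaluation – % inhibition of NPY effect · Signal – fluorescence, membrane potential probe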
EP2 antag: blocks the human prostaglandin E2 receptor EP2 | AID 1422 | 0.52% of 260,000 active | inhibition, % at 25 µM | C6 glioma cells expressing human EP2, cAMP TR-FRET; cells stimulated with saturating PGE2 | P43116;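 active = percent inhibition above 40 after rounding to a whole number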;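 also: rat C6 glioma host cells with rolipram phosphodiesterase inhibitor present; the protocol text gives 20 µM as final concentration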
Target sequence (P43116 whole entry, looked up): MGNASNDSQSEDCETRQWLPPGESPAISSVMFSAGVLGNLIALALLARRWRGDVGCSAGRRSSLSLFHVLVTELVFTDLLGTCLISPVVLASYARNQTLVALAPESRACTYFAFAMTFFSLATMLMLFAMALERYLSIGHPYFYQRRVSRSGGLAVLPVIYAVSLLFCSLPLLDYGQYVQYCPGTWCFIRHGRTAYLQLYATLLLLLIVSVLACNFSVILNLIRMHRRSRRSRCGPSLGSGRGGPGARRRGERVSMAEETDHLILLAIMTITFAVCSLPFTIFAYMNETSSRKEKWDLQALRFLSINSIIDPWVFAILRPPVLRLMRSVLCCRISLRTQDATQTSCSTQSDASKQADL
PPC-1+TRAIL kill: PPC-1 cancer cell killing with TRAIL present | PPC-1 cells + TRAIL, ATPLite viability luminescence | cell killing (% activity), % at 4 µM | 0.41% of 220,000 active | AID 1443;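 active = cell killing above 50% in the first pass at 4 µM, then a duplicate retest at 5 µM averaging 50% or more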;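 also: plate controls were cells with TRAIL plus DMSO for no effect and medium-only wells lacking cells for full effect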
zfTRPN1 agonist: agonists of zebrafish TRPN1 channel; HEK293 zebrafish TRPN1-YFP, Fluo-8 calcium fluorescence; 100% = response to 87 µM carbachol; activation, % at 3 µM; 0.18% of 220,000 active;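 active = activation above its plate's cutoff, the mean activation of test wells on that plate plus 3 SD, cut at about 19% in these data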;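 also: 0% = DMSO alone and 100% = 87 µM carbachol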
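Material: zebrafish TRPN1-YFP in HEK293 cells. Doses: one dose of 3 µM, 0.3% DMSO. Incubation: dye 1 h 37 °C plus 30 min RT. Measured by: intracellular calcium fluorescence with Fluo-8.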
CHOP inhibitor: blocks CHOP induction under ER stress; CHO-K1 CHOP-promoter luciferase, tunicamycin-induced, 15-18 h; inhibition, % at 10 µM; 3.8% of 220,000 active;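 active = compounds that reduced the stress-induced luciferase reporter signal by more than about 70% of percent inhibition, limit read from the data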;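 also: 0% = tunicamycin plus vehicle and 100% = wells without tunicamycin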
14-3-3 Bad PPI: disrupts binding of bovine 14-3-3 zeta to phospho-Bad peptide. P63103. TR-FRET 14-3-3zeta/Dy647-pBad peptide displacement, 1 h. inhibition, % at 21.7 µM. 0.71% of 220,000 active. AID 781;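 active = inhibition above about 70%, limit read from the data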;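 also: 0% = full 14-3-3 plus peptide FRET controls and 100% = background without 14-3-3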
EP2 modulator: modulators of human EP2 prostaglandin E2 receptor. P43116. EP2-expressing cells, cAMP HTRF FRET, PGE2 co-stimulation. induction, % at 25 µM. 0.83% of 260,000 active. AID 940;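 active = compounds whose cAMP rise, as percent of the full-agonist control response, exceeds 60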;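 also: rat C6 glioma line stably carrying human EP2 under a CMV promoter; the protocol text gives 20 µM as final concentration; 100% = response of wells given 1 µM PGE2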
TRPML3 ag: agonists of human TRPML3 channel. Q8TDD5. activation, % at 3 µM. HEK293 TRPML3-YFP, Fluo-8 calcium fluorescence; 100% = the carbachol control signal. 0.29% of 220,000 active;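 active = activation above its plate's cutoff, the mean activation of the plate's test wells plus 3 SD, cut at about 12% in these data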;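 also: 0% = DMSO only wells and 100% = carbachol wells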
Target sequence (Q8TDD5 whole entry, looked up): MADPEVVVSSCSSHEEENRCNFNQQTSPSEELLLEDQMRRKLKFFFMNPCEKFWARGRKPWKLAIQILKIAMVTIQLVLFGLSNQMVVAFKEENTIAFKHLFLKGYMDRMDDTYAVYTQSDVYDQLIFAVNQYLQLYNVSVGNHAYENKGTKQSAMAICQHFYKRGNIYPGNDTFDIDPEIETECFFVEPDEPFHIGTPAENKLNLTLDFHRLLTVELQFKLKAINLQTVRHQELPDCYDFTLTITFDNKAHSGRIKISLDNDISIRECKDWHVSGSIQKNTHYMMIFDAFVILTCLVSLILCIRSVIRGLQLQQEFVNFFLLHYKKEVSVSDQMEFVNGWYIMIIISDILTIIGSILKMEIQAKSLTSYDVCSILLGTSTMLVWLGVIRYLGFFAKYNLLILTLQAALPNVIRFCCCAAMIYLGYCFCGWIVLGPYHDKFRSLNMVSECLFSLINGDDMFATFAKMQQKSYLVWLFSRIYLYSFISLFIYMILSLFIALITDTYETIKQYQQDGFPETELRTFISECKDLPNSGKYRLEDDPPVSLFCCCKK
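Material: TRPML3-YFP stable HEK293 cells | Dosing: One concentration, 3 µM nominal, 0.3% DMSO | Timing: 125 s total fluorescence read per well | Technique: Fluo-8 calcium dye fluorescence, ex 470-495, em 515-575 nm | Measure: Percent activation from peak-to-basal fluorescence ratio, scaled between DMSO and carbachol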
NPY1 pot ag: potentiates or activates human NPY-Y1 receptor; NPY-Y1 expressing cells, potentiator/agonist activation; activation, % at 3.6 µM; 0.37% of 220,000 active; in the data active = activation above about 33%, passing the limit was not always enough;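 also: cells stimulated with NPY at EC10 then isoproterenol at EC100; 0% = low agonist plus stimulus and 100% = saturating agonist plus stimulus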
Starred values were filed as active, the others as inactive; · = no result given; & = joins results of further samples; [ ] = another dose, or the depositor's remark. Some of the compounds tested; the hit share may differ from the screen's.

SMILES | NPY Y1 blocker | EP2 antag | PPC-1+TRAIL kill | zfTRPN1 agonist | CHOP inhibitor | 14-3-3 Bad PPI | EP2 modulator | TRPML3 ag | NPY1 pot ag
O=C(Nc1ccc(OC(=O)c2ccncc2)cc1)c1ccncc1 | -7.0 | 2.8 | -18.7 | 0.5 | 0.9 | -5.3 | -8.8 | 1.2 | -17.6
CCn1c(C(C)NC(C)=O)nc2ccccc21 (configuration not stated) | -1.4 | 8.4 | 4.6 | 0.4 | 8.3 | 1.4 | 6.2 | 0.1 | -9.7
O=C(COC(=O)c1ccccc1C(=O)c1ccccc1)Nc1cccc([N+](=O)[O-])c1 | -0.4 | 12.2 | 12.9 | 2.7 | 63.9 | 5.2 | 46.6 | 0.9 | -46.6
Cc1ccc(Cl)cc1NC(=O)CSC(N)=O | -6.7 | 17.7 | 26.7 | -0.1 | 39.5 | -13.8 | 9.2 | 0.1 | 8.6
COc1ccc(-n2c(SCC(=O)Nc3ccc([N+](=O)[O-])cc3OC)nc3ccccc32)cc1 | 2.6 | 2.8 | 9.6 | 0.3 | 21.2 | -8.3[fluorescence artefact?] | 39.5 | 0.5 | 0.9
O=C(NC1CCCCCC1)c1cc(=O)[nH]c2ccc(S(=O)(=O)N3CCOCC3)cc12 | -0.8 | 4.8 | 10.2 | 1.0 | 16.9 | -0.4 | -6.6 | -1.1 | 5.8
O=C(CSc1nnc(CNC(=O)c2cccs2)o1)NC1CCCCC1 | -8.0 | 15.2 | 14.2 | 2.0 | 4.2 | -7.8 | 13.9 | 0.9 | -14.1
Cc1cc(C(C)(C)C)cc(S(=O)(=O)NCC(=O)O)c1C | 4.8 | 9.7 | 10.9 | 0.8 | 37.7 | -2.2 | 7.6 | 0.8 | -12.2
O=C(O)c1cc(-c2ccco2)nn1-c1ccc(Cl)cc1 | 4.1 | 2.0 | 29.0 | -0.1 | 1.9 | 69.1 | 22.1 | 0.7 | 2.0
CCCCn1nc2cc(C(=O)NCc3cc(C(F)(F)F)cc(C(F)(F)F)c3)ccc2c1OC | 3.6 | 7.6 | 18.5 | -0.8 | 61.7 | · | 17.6 | 0.4 | 28.3
CCn1c2ccccc2c2nnc(SCc3ccccc3)nc21 | 13.8 | 12.6 | 11.5 | -1.6 | 47.6 | 9.1 | 54.5 | 3.0 | -25.7
COC(=O)CSc1nc2c(c(=O)[nH]c(=O)n2C)n1CCC(C)C | 3.2 | 6.9 | -5.8 | 1.3 | 1.4 | 14.3 | 15.1 | -0.5 | -5.1
COc1cc(CC(C#N)(CO)c2nc3ccccc3[nH]2)ccc1OC(F)F (configuration not stated) | 3.4 | 5.6 | 8.2 | 2.0 | 25.0 | 24.9[fluorescence artefact?] | -15.5 | -0.4 | 0.0
CC1(C)CC(=O)C(C(C2=C(O)CC(C)(C)CC2=O)c2ccco2)C(=O)C1 (configuration not stated) | 1.3 | 8.3 | 0.4 | 1.2 | -8.5 | 20.7 | -21.6 | 0.5 | -3.8
O=c1[nH][nH]c(-c2ccccc2O)c1C(C[N+](=O)[O-])c1ccccc1 (configuration not stated) | 2.6 | 6.9 | 1.6 | 2.0 | 4.3 | -3.2[fluorescence artefact?] | 21.8 | -0.2 | -8.5
OC(CNCC1CCCO1)Cn1c2ccc(Cl)cc2c2cc(Cl)ccc21 (configuration not stated) | -1.5 | 35.9 | 17.6 | 2.2 | 94.3* | 7.2 | -11.6 | 0.5 | 33.6
Cc1ccc(-c2nnc(SCC(=O)N/N=C/c3ccc(C)s3)n2-c2ccc(C)cc2)cc1 | 7.6 | 9.6 | 6.6 | 0.0 | 74.6* | 7.2 | 14.5 | 0.5 | -1.4
COc1ccccc1N=NC1=C(O)CC(C)(C)CC1=O | 2.3 | 4.1 | 3.3 | -1.7 | -43.7 | -0.1 | 6.0 | 0.2 | -16.7
CNS(=O)(=O)c1cccc(C(=O)OCC(=O)/C=C2/N(C)c3ccccc3C2(C)C)c1 | 1.2 | 6.6 | 34.5 | 4.1 | 72.8* | -0.7[fluorescence artefact?] | -77.0 | 0.6 | -18.1
O=C(CSc1nncn1-c1ccccc1)c1c[nH]c2ccccc12 | -2.1 | 5.5 | 35.2 | 0.2 | -12.2 | 2.6 | 9.5 | 0.0 | 5.1
CCCN1C(=O)C2(SC(NC(C)=O)=NN2C(C)=O)c2cc(C)ccc21 (configuration not stated) | -2.3 | 10.8 | 7.4 | 3.7 | 10.8 | 1.8 | 20.5 | 1.1 | 4.8
Cc1cc(C)c(NC(=O)c2ccc[n+](Cc3ccc([N+](=O)[O-])cc3)c2)c(C)c1 | 11.5 | 10.0 | 22.0 | -1.8 | -24.2 | 3.6 | -5.3 | -0.4 | 4.1
CCOCCCNC(=O)c1c(N)n(-c2ccc3c(c2)OCO3)c2nc3ccccc3nc12 | · | 6.8 | -8.0 | -0.2 | 72.8* | -0.7 | -31.1 | 0.1 | 21.7
Cc1cc(C)nc(Nc2n[nH]c(-c3ccc(N)cc3)n2)n1 | -5.5 | 8.7 | 21.9 | 0.2 | -16.6 | -5.6 | 25.6 | 1.2 | -3.6
CCCCc1c(C)nn(-c2nnc3c4ccccc4n(C)c3n2)c1C | 3.5 | · | 8.6 | -1.0 | 106.5* | 5.6 | -4.6 | 0.5 | 10.6
CCC1(CC)C(=O)NC(=O)NC1=Nc1ccccc1 | 0.2 | 3.0 | 14.7 | -0.4 | -17.2 | -0.3 | -1.2 | 0.7 | 23.3
Clc1ccc(CN2C3=NCCCN3c3ccccc32)cc1Cl | 21.2* | 7.1 | -1.0 | 0.2 | -4.9 | -2.1 | -26.7 | 1.2 | -21.5
CCN(CC)S(=O)(=O)c1ccc(OC)c(NC(=O)/C=C/c2ccco2)c1 | · | 4.0 | -0.9 | -0.6 | 12.4 | 0.2 | -1.2 | -0.1 | 33.9
CCN(CC)S(=O)(=O)c1ccc(S(=O)(=O)N(CC(=O)Nc2ccccc2)Cc2ccco2)cc1 | -8.2 | 15.7 | 7.4 | 0.8 | 26.7 | -11.2[fluorescence artefact?] | -90.9 | 0.3 | -8.4
CCC(CC)NC(=O)CCCSc1nc2ccccc2[nH]1 | 1.4 | 7.7 | 9.3 | 0.0 | 11.0 | 8.5 | -11.7 | -1.0 | 8.8
Cc1nn(C)c(Oc2cccc(C(F)(F)F)c2)c1C#N | 4.0 | 5.8 | -2.4 | -0.3 | -3.7 | -9.5 | 36.5 | 1.0 | -6.3
CC(NC(=O)COC(=O)c1ccc2c(c1)S(=O)(=O)N=C1CCCCCN12)C12CC3CC(CC(C3)C1)C2 (configuration not stated) | -3.5 | 7.8 | 12.6 | -0.3 | 104.3* | 10.1 | 13.5 | 1.3 | -16.9
CCOc1ccc(-c2nnc(N)o2)cc1 | -3.6 | 5.8 | -14.4 | -0.1 | -45.3 | -6.8 | -22.5 | 0.4 | -9.7
CCN1CCN(C(=O)c2cc3c(=O)n(C)c4ccccc4c3n2C)CC1 | 0.8 | 5.6 | 13.2 | -1.2 | 15.0 | 0.6[fluorescence artefact?] | 16.1 | 0.1 | -12.7
Cc1ccc(C)c2c1c1ccccc1n2C | · | 13.0 | -4.9 | -1.3 | 8.6 | -1.3 | 53.7 | 0.0 | -12.5
COc1ccc(NC(=O)c2cn(CCC#N)nc2-c2cccs2)cc1 | -3.3 | 3.0 | 4.2 | -0.3 | -2.1 | -0.2 | -18.0 | 0.5 | 19.1
CC1=NN(C(=O)CCc2ccccc2O)C(O)(C(F)(F)F)C1 (configuration not stated) | -3.9 | 6.8&4.8 | 24.3 | 0.4 | -2.0 | 7.9 | 1.5&-2.7 | 0.6 | 11.4
N#Cc1ccc(C23CC4(C2)[C@H](CN(Cc2ccc(-c5ccccc5)cc2)[C@@H]4c2ccccc2)C3c2ccc(Cl)nc2)cc1 (some centres not stated) | · | 9.6 | 1.8 | · | -11.6 | -4.5 | 7.7 | · | ·
N#Cc1cn(CC(=O)NCCc2c[nH]c3ccccc23)c2ccccc12 | -3.0 | 13.0&11.9 | 9.9 | 4.2 | 25.2 | · | -35.4&-107.1 | 1.3 | 6.2
Cc1ccc(NC(=O)COC(=O)COc2ccc(Cl)cc2)c([N+](=O)[O-])c1 | 0.2 | 10.0 | 0.1 | 1.1 | 53.1 | -3.0 | 42.0 | 0.8 | 2.8
O=C(CNC(=O)c1cccs1)NCC(=O)OCc1ccc(Cl)cc1 | 0.2 | 9.2 | 4.5 | 1.0 | 22.0 | -4.4[fluorescence artefact?] | 17.4 | -0.4 | -10.9
COc1ccc(-c2cc(C(=O)Nc3c(C)nn(Cc4ccccc4Cl)c3C)no2)cc1 | -3.1 | 5.6 | 6.7 | 1.3 | -15.1 | 15.5 | -56.0 | -0.2 | 13.2
CCc1c(O)nc(SCc2ccccc2)n(C(C)CC)c1=O (configuration not stated) | 0.3 | 10.9 | 8.8 | -1.9 | 10.6 | -6.3 | 0.2 | -0.3 | 2.1
COc1ccc(/C=N/Nc2cc(OC)ncn2)cc1 | 5.6 | 9.9 | 44.7 | -0.9 | 37.0 | 4.0[fluorescence artefact?] | -1.9 | 0.7 | 10.3
Cc1cc(C)n2cc(CSc3nncn3C)nc2n1 | -1.6 | 8.3 | -9.6 | -0.4 | -12.6 | -6.2 | 15.2 | 0.8 | -14.1
O=C1/C(=N\S(=O)(=O)c2cccs2)C([n+]2ccc(CCCc3ccccc3)cc2)=C([O-])c2ccccc21 | · | 16.1 | 17.0 | -0.3 | 95.0* | -6.9 | -19.1 | -0.2 | 5.1
CCN(CC)C(NC(=O)c1ccccc1)C(=O)c1ccccc1 (configuration not stated) | 0.0 | 18.1 | 3.8 | -0.6 | 39.2 | -3.9 | 8.2 | 0.0 | -25.4
N#Cc1c2ccccc2nc2ccccc12 | · | 10.4 | 19.4 | 0.3 | 7.2 | -16.9 | -22.0 | 0.5 | 4.4
CC(CC(=O)O)CC(=O)Nc1cc(C(F)(F)F)cc(C(F)(F)F)c1 (configuration not stated) | · | 7.5 | 5.5 | 1.7 | -1.8 | 2.4 | 20.6 | -0.1 | -0.3
O=C(O)c1ccc(CSc2nnc(Cc3ccccc3)o2)cc1 | -3.8 | 6.5 | 16.6 | 0.0 | -16.6 | -9.3 | 23.5 | 1.3 | 3.4

Quoted from the listing for reference:
SMILES | NPY Y1 blocker | EP2 antag | PPC-1+TRAIL kill | zfTRPN1 agonist | CHOP inhibitor | 14-3-3 Bad PPI | EP2 modulator | TRPML3 ag | NPY1 pot ag
CC1=NN(C(=O)CCc2ccccc2O)C(O)(C(F)(F)F)C1 (configuration not stated) | -3.9 | 6.8&4.8 | 24.3 | 0.4 | -2.0 | 7.9 | 1.5&-2.7 | 0.6 | 11.4
N#Cc1ccc(C23CC4(C2)[C@H](CN(Cc2ccc(-c5ccccc5)cc2)[C@@H]4c2ccccc2)C3c2ccc(Cl)nc2)cc1 (some centres not stated) | · | 9.6 | 1.8 | · | -11.6 | -4.5 | 7.7 | · | ·
